CCT chaperon mod = cytosolic chaperonin activity modulation. actives 0.3% (n = 360,000). purified chaperonin ATPase assay, HTRF ADP detection, 30 min. AID 651819. activity change, % (concentration not given with the values), hits read low; in the data active means activity change below about -30%; further: on the % scale 0 is the no-effect control and ±100 the full control effect
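Enzyme 40 or 20 nM (batch-dependent) in Tris pH 7.4/KCl/MgCl2/DTT; cpd 76 uM single point; ATP 10 uM; 30 min 37 °C; Transcreener ADP HTRF detection, 30 min RT; ratio 665/615.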
A549 tox = A549 cytotoxicity, counter-screen for Nrf2 inhibitors; A549 ARE-Fluc cells, CellTiter-Fluor viability, 18-24 h; Potency, µM (top dose mostly 46 µM), inactives show at the top dose activity change, negative = cytotoxicity, hits mostly inhibitors; actives 0.16% (n = 390,000); AID 504648; further: potency means the concentration at half of the fitted maximal effect; on the % scale 0 is the no-effect control and ±100 the full control effect
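A549 ARE_Fluc cells in 5% FBS OPTI-MEM were exposed to compounds in concentration-response for 18-24 h at 37 deg C. Viability was read by CellTiter-Fluor fluorescence (Ex 405/Em 525) after 30 min, before the luciferase read.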
MmCpn inh = inhibitors of Methanococcus maripaludis chaperonin (MmCpn); actives 0.031% (n = 330,000); Potency, µM (series often up to 76.9 µM), without a hit: at the highest dose activity, negative = inhibition, most hits filed as inhibitors; purified Mm-Cpn ATPase, ADP Transcreener TR-FRET; further: potency means the concentration at half of the fitted maximal effect; on the % scale 0 is the no-effect control and ±100 the full control effect; nearly all actives have a fitted effect of over 80% in size
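ATPase turnover read by TR-FRET ADP competition (Eu cryptate antibody/ADP-d2, 665/590 nm): 10uM ATP final, 25nM Mm-CPN final, 30 min 37degC after 10-min compound preincubation, pH 7.4 Tris/KCl/MgCl2/DTT buffer.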
pAkt inh = blocks phosphorylation of Akt. activity change, % for hits at 50 µM. actives 0.32% (n = 360,000). Neuro2A IGF-stimulated pAkt S473 HTRF, 20 min; stronger effect = lower value. AID 651550; in the data active means activity change below about -80%; inconclusive means mostly about -51% to -80%; further: on the % scale 0 is the no-effect control and ±100 the full control effect
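Single-point screen (50 µM final compound) in Neuro2A cells stimulated 20 min with 6 nM IGF at 37 deg C. After lysis, Ser473-phosphorylated Akt read by HTRF (ex 330 nm, em 615/665 nm) as the 665/615 ratio.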
HepG2 tox = counter-screen for TGF-b inhibitors: cytotoxicity in HepG2 cells | AID 588856 | Potency, µM (doses to about 46.1 µM), for the others: at the highest dose activity change, negative = cytotoxicity, usual class: cytotoxic | HepG2 CAGA-GFP viability, ATP luminescence, 18 h | actives 0.76% (n = 410,000); further: potency means the concentration at half of the fitted maximal effect; some results filed as inactive show a strong effect at the top dose
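CellTiter-Glo luminescence gave cytotoxicity after 18 hours at 37 degrees C. The cells were HepG2 CAGA-GFP in 1% FBS DMEM, stimulated with 500 pg/mL TGF-beta after compound addition. %Activity was normalised to no-cell wells (complete cell-killing) and DMSO (no toxicity), and curves were fitted and classified.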
ATXN viability = reduces viability in counter-screen for ATXN expression inhibitors | S2 cells (HEK-293 line with an ATXN2-luciferase reporter) viability, CellTiter-Fluor protease fluorescence, 24 h | actives 0.49% (n = 400,000) | Potency, µM (series often up to 56.7 µM), most hits filed as cytotoxic | AID 651635; further: potency means the concentration at half of the fitted maximal effect; nearly all actives have a fitted effect of over 40% in size
Nrf2 ARE act = Nrf2 pathway activation; Potency, µM (series often up to 46.1 µM), for inactives: at the highest dose activation, actives largely listed as activators; actives 0.31% (n = 410,000); AREc32 ARE-luciferase reporter (MCF7-derived line), luminescence, 24 h; further: potency means the concentration at half of the fitted maximal effect; % of control where 0% means no effect; nearly all actives have a fitted effect of over 65% in size
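Quantitative high-throughput format: AREc32 reporter cells, 1000 per well, received compound by pin transfer and were incubated 24 hr at 37 deg C, 5% CO2, before Steady-Glo luminescence detection.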
Nrf2 block = Nrf2 pathway inhibition. A549 ARE-Fluc reporter, luciferase luminescence, 18-24 h. actives 2.1% (n = 360,000). Potency, µM (highest dose often 46 µM), inactives show top-dose activity change, negative = inhibition, most hits filed as inhibitors. AID 504444; further: potency means the concentration at half of the fitted maximal effect; on the % scale 0 is the no-effect control and ±100 the full control effect; nearly all actives have a fitted effect of over 60% in size
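Concentration-response testing used A549 ARE_Fluc cells at 5000 cells/well. Following an 18-24 h compound incubation, viability was read by fluorescence (Ex 405/Em 525) and luciferase output by luminescence.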
TGFb inhibitor = TGF-b pathway inhibition; actives 1.2% (n = 410,000); Potency, µM (series often up to 46.1 µM), without a hit: at the top dose activity, negative = inhibition, actives largely listed as inhibitors; HepG2 CAGA-GFP TGF-b/SMAD3 reporter, GFP fluorescence, 18 h; TGF-beta stimulated, 500 pg/mL final; AID 588855; further: potency means the concentration at half of the fitted maximal effect; on the % scale 0 is the no-effect control and ±100 the full control effect; nearly all actives have a fitted effect of over 65% in size
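TGF-beta reporter screen: HEPG2 CAGA-GFP, 1% FBS, 500 pg/mL TGF-beta final, 18 h; per-cell GFP summed per well; curves fitted and categorized by class.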
The depositor's hits bear a star; i = inactive; ? = inconclusive; . = not tested or not shown; [ ] = remark or other dose. Unless noted, the call rests on the fitted dose curve; in most records, active means well fitted curve in the direction sought with a large enough effect; inconclusive means small, poorly fitted or top-dose-only effect, or another doubt; inactive means no such curve, though single readings can be large; an effect the other way counts as inactive or inconclusive.

SMILES	CCT chaperon mod	A549 tox	MmCpn inh	pAkt inh	HepG2 tox	ATXN viability	Nrf2 ARE act	Nrf2 block	TGFb inhibitor
Cc1[nH]n2c(=O)c3c(nc2c1-c1ccccc1)CCC3	-5.3	-3%	0%	i	-45%	i	0.5%	.	?
Cc1ccc(SC(C)C(=O)NCc2ccc(F)cc2)cc1 (stereo unspecified)	-1.3	-2%	2%	i	-10%	i	-0.1%	28%	-13%
Cc1ccc(SCC(=O)Nc2ccc(C(=O)Nc3ccc(O)cc3)cc2)cc1	-1.0	-11%	3%	i	9%	i	-1.0%	1%	4%
O=C(CSc1nnnn1C1CCCC1)Nc1ccc(F)cc1	-1.9	-13%	-3%	-110%*	-8%	i	-0.7%	15%	?
COc1cc(C(=O)Nc2cc(C(F)(F)F)ccc2-n2cncn2)cc(OC)c1OC	-2.6	7%	-1%	i	3%	i	3.9%	3%	-10%
C/C(=N\NC(=S)Nc1cccc(C)c1)c1ccco1	-0.1	0%	-2%	i	-16%	i	?	?	-21%
O=C(c1ccc(S(=O)(=O)N2CCOCC2)cc1)N1CCN(c2ccc(F)cc2)CC1	-1.6	1%	1%	.	-2%	i	0.2%	-4%	3%
CCOC(=O)C1=C(C)NC2=C(C(=O)CCC2)C1c1cccnc1 (stereo unspecified)	0.4	-11%	1%	i	7%	i	0.2%	-13%	10%
COc1ccc(C2C=C(c3ccc(Cl)cc3)Nc3nc(NC(=O)CCC(=O)O)nn32)cc1 (stereo unspecified)	.	3%	.	.	7%	.	-0.4%	?	4%
Cc1ccc(S(=O)(=O)Nc2cccc(-c3ccc(N4CCCC4)nn3)c2)c(C)c1	.	-18%	.	.	-5%	i	11%	.	?
Cc1ccc(NC(=O)CCn2ccc([N+](=O)[O-])n2)nc1	1.5	?	2%	i	8%	i	3.1%	6%	-2%
CCc1cccc(C)c1NC(=O)CCCC(=O)O	0.0	0%	-1%	i	-8%	i	2.1%	5%	-1%
COc1ccccc1NC(=O)CSc1nnc(Cc2ccccc2)o1	-1.4	?	.	i	-13%	i	-0.6%	2%	-3%
O=C(NCCCN1CCCCC1)C1CCCN(c2ncnc3c2nc2n3CCCCC2)C1 (stereo unspecified)	-0.8	0%	-2%	i	-35%	i	-0.4%	-8%	-26%
COc1ccccc1CNC(=O)c1ccc(-c2nc(CS(=O)c3ccc(C)cc3)c(C)o2)cc1 (stereo unspecified)	.	3%	.	.	9%	i	0.1%	?	12%
O=C(NC1CC1)C1=C[C@@H](c2coc3ccccc3c2=O)C[C@@H](OCc2ccc(CO)cc2)O1	-5.3	-3%	.	i	-1%	i	4.5%	3%	?
CCC(NS(=O)(=O)c1ccc(OC)cc1)C(=O)NCCC1=CCCCC1 (stereo unspecified)	1.2	11%	0%	i	-4%	i	0.4%	0%	-11%
Cc1[nH]n(-c2ccc(Cl)cc2)c(=O)c1C=Nc1ccc(S(=O)(=O)N2CCOCC2)cc1	-2.5	-1%	-1%	i	-55%	i	2.6%	0%	0%
[O-]C1=N/[N+](=C/c2ccc(Cl)cc2)CC1	0.1	-5%	1%	i	-12%	i	0.0%	3%	0%
COc1ccccc1CNC(=O)CCc1c(C)c2cc3c(C)c(C)oc3cc2oc1=O	.	-1%	.	.	-24%	.	5.1%	26%	12%
CCCNC(=O)Nc1nc(CC(=O)OCC)cs1	0.8	1%	-1%	i	-6%	?	-0.6%	11%	-2%
CC1=C(C(=O)N(C)C)CC(CC(=O)NCC2CCCCC2)C(=O)N1CCC1=CCCCC1 (stereo unspecified)	-0.8	.	.	i	-16%	i	-1.1%	.	-1%
O=C(Cc1cccs1)N1CCN(S(=O)(=O)c2cccc([N+](=O)[O-])c2)CC1	-2.4	-12%	0%	i	-6%	i	-0.1%	-2%	-16%
COc1ccc(OC)c(C2c3[nH]c4ccccc4c3C[C@H]3C(=O)N(CCCOC(C)C)CC(=O)N23)c1 (stereo partly specified)	-6.0	-5%	-3%	i	1%	i	3.1%	?	-9%

Exported with two lines to a compound: entries from further up.
Value order: CCT chaperon mod	A549 tox	MmCpn inh	pAkt inh	HepG2 tox	ATXN viability	Nrf2 ARE act	Nrf2 block	TGFb inhibitor
CCC(NS(=O)(=O)c1ccc(OC)cc1)C(=O)NCCC1=CCCCC1 (stereo unspecified)
  1.2	11%	0%	i	-4%	i	0.4%	0%	-11%
Cc1[nH]n(-c2ccc(Cl)cc2)c(=O)c1C=Nc1ccc(S(=O)(=O)N2CCOCC2)cc1
  -2.5	-1%	-1%	i	-55%	i	2.6%	0%	0%
[O-]C1=N/[N+](=C/c2ccc(Cl)cc2)CC1
  0.1	-5%	1%	i	-12%	i	0.0%	3%	0%
COc1ccccc1CNC(=O)CCc1c(C)c2cc3c(C)c(C)oc3cc2oc1=O
  .	-1%	.	.	-24%	.	5.1%	26%	12%

Further structures follow:
SMILES	CCT chaperon mod	A549 tox	MmCpn inh	pAkt inh	HepG2 tox	ATXN viability	Nrf2 ARE act	Nrf2 block	TGFb inhibitor
Cc1ccc(CN2CCNC(=O)C2CC(=O)N(C)C2CCCCC2)o1 (stereo unspecified)	-1.0	-2%	0%	i	-37%	i	0.2%	-8%	-8%
CCCc1cnc2c(c1SCC(=O)Nc1ccccc1OCC)c(=O)n(C)c(=O)n2C	.	2%	.	.	-6%	i	1.2%	.	7%
CCOc1ccc(NC(=O)c2oc3ccccc3c2NC(=O)Cc2ccc(F)cc2)cc1	.	2%	.	.	-1%	?	-1.7%	-6%	-4%
Cc1ccc(NC(=O)N(CCCN2CCOCC2)Cc2cc3cc4c(cc3[nH]c2=O)OCO4)cc1	-7.7	9%	-3%	i	-31%	i	6.7%	8%	-13%
COc1ccc(NC(=O)CC2CC3CCC2C3)cc1S(=O)(=O)N1CCOCC1 (stereo unspecified)	-1.6	-4%	0%	i	-2%	?	-0.6%	0%	?
O=C(NC1CC2CCCC(C1)N2C(=O)Nc1ccc(Cl)c(C(F)(F)F)c1)C1CC1 (stereo unspecified)	-1.0	-4%	1%	i	-35%	i	-0.4%	?	2%
CCOC(=O)CSc1nnc(CNc2ccc(F)cc2)o1	-1.1	-12%	0%	i	-1%	i	-0.2%	-1%	4%
Nc1nonc1C(=O)NCCNCc1cc(Br)ccc1OCc1ccccc1F	0.9	-13%	0%	i	-59%	i	0.2%	?	0%
O=[N+]([O-])c1ccc2c(c1)C(=NO)c1cc(Cl)c(Cl)cc1-2	-3.0	-2%	.	i	-3%	?	3.5%	14%	?
O=C1N/C(=N/S(=O)(=O)c2ccccc2)S/C1=C/c1cccnc1	0.4	0%	-3%	i	-3%	i	4.5%	-4%	-4%
COc1ccc(-c2nnc(NC(=O)c3ccc(S(=O)(=O)N4CCc5ccccc5C4)cc3)o2)cc1	1.9	-10%	-1%	i	-25%	?	0.3%	2.8µM*	-10%
Cc1ccc(-n2c(SCC(=O)Nc3cc(C)on3)nc3c(c2=O)SC(C)C3)cc1 (stereo unspecified)	-0.2	1%	0%	i	-11%	i	2.6%	?	-6%
COc1ccc(CCNC(=O)C2CC(c3cccc([N+](=O)[O-])c3)=NO2)cc1 (stereo unspecified)	1.8	1%	0%	i	-2%	i	5.4%	?	4%
CCCC(CCC(=O)OC)(C(=O)OCC)c1csc(N)n1 (stereo unspecified)	0.8	4%	4%	.	-19%	i	0.2%	7%	-3%
COc1cc(Cn2ccnc2)c(OC)cc1Cn1ccnc1	-0.2	-6%[1.84 µM]	-1%	i	-34%	?	-0.2%	-6%	-1%
Cc1c(Cl)c([N+](=O)[O-])nn1CC(=O)NC(C)C1CC2CCC1C2 (stereo unspecified)	3.0	1%	-2%	i	-20%	i	-0.3%	.	?
COc1ccc(OC)c(-c2csc(NC(=O)C3=NNC(=O)CC3)n2)c1	1.0	4%	0%	i	20%	i	0.0%	15%	68%[activator]
Cc1cc2nc[nH]c2cc1[N+](=O)[O-]	-0.5	-1%	-1%	i	18%	i	-0.6%	0%	-8%

Some entries already given, showing only ATXN viability:
Structure,ATXN viability
Nc1nonc1C(=O)NCCNCc1cc(Br)ccc1OCc1ccccc1F,i
O=[N+]([O-])c1ccc2c(c1)C(=NO)c1cc(Cl)c(Cl)cc1-2,?
O=C1N/C(=N/S(=O)(=O)c2ccccc2)S/C1=C/c1cccnc1,i
COc1ccc(-c2nnc(NC(=O)c3ccc(S(=O)(=O)N4CCc5ccccc5C4)cc3)o2)cc1,?
Cc1ccc(-n2c(SCC(=O)Nc3cc(C)on3)nc3c(c2=O)SC(C)C3)cc1 (stereo unspecified),i
COc1ccc(CCNC(=O)C2CC(c3cccc([N+](=O)[O-])c3)=NO2)cc1 (stereo unspecified),i
CCCC(CCC(=O)OC)(C(=O)OCC)c1csc(N)n1 (stereo unspecified),i
